Bioassay records as filed in PubChem BioAssay.
QS inhibitor – S. aureus quorum sensing inhibitors, primary screen, RNAIII-GFP reporter, flow cytometry. S. aureus RN6390 RNAIII-GFP reporter, AIP-induced, flow cytometry 3 h. inhibition, % at 2 µM. 24,000 tested, 0.3% active. AID 527, 2006;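 active = share of bacteria positive for the green fluorescent reporter and its mean brightness both inhibited by 50% or more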;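 note: 0% = AIP-stimulated control and 100% = unstimulated bacteria without AIP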
QS inhibitor GFP MFI % – second read-out of QS inhibitor, no call of its own (marks repeat the call); inhibition, %; measured here: inhibition of GFP MFI
Numbers without * were called inactive; & = joins results of further samples.

QS inhibitor	QS inhibitor GFP MFI %	canonical_smiles
-2	-6	COc1ccc(S(=O)(=O)Nc2cc(C)on2)cc1OC
0	11	COc1cccc(OC)c1C(=O)n1nc(C)cc1C
-4	-21	CCOC(=O)c1ccc(NS(=O)(=O)c2ccc3c(c2)CCCN3C(C)=O)cc1
-1	-3	CCCOc1ccc(N2C(=O)CC(SCCN)C2=O)cc1 (stereo unspecified)
-3	10	COc1cccc(-n2c(SCC(N)=O)nc3c([nH]c4ccccc43)c2=O)c1
-4	-14	COC(=O)c1nc2n(n1)C(c1cc(OC)ccc1OC)C(C(=O)OC1CCCCC1)=C(C)N2 (stereo unspecified)
14	20	O=C(NCC(c1cccnc1)N1CCN(c2ccc(F)cc2)CC1)c1ccc2c(c1)OCO2 (stereo unspecified)
-1	3	COc1ccccc1-n1cc(C(=O)NCC(=O)N2CCN(c3ccccc3)CC2)c2ccccc2c1=O
-3	-1	O=C(Cn1cnc2c(oc3ccccc32)c1=O)NCCc1ccccc1
0	46	Cn1c(=O)oc2cc(S(=O)(=O)NCCN3CCc4ccccc4C3)ccc21
0	-44	CCOC(=O)c1ccc(CNC(=O)Cn2nnc(-c3ccc(C)cc3)n2)o1
0	-3	COc1ccccc1CNC(=O)C1CCN(S(=O)(=O)N2CCCCC2)CC1
-2	-4	O=C(Nc1ccc(OC(=O)c2ccco2)cc1)c1ccco1
-1	-7	Cn1cccc1Cc1nnc(SCC(=O)NCc2ccco2)n1-c1ccc(F)cc1
0	2	Cc1c(CCC#N)c(N2CCN(C3CCCCC3)CC2)n2c(nc3ccccc32)c1C#N
3	8	COc1ccc(S(=O)(=O)N2CCN(c3c(C)cccc3C)CC2)cc1OC
2	13	CCN(CC)CCNC(=O)CCCNC(=O)Cn1cnc2sc(C)c(C)c2c1=O
-3	-9	CC1CCN(C(=O)Cc2nn(C)c(=O)c3ccccc23)CC1
0	6	Cc1ccc(C(=O)Nc2c(C(=O)NCc3ccco3)cnn2-c2ccccc2)cc1
0	0	Cc1ccc2c(c1)NC(=O)C(CC(=O)NCCCN1CCN(c3cc(Cl)ccc3C)CC1)O2 (stereo unspecified)
-6	-32	CC(C)(C)OC(=O)N1CCNc2ccccc2C1
1	-6	COCCN1C(=O)c2ccccc2C(C(=O)NCc2ccco2)C1c1c[nH]c2ccccc12 (stereo unspecified)
1	-6	CCOc1ccccc1NS(=O)(=O)c1c(C)noc1C
0	9	COc1cc(NC(=O)Cc2ccc(Cl)cc2)ccc1NC(=O)c1ccco1
-2	-25	O=C(NCCc1ccccc1)c1noc2c1CCCCC2
-1	-1	COc1ccc(OC)c(S(=O)(=O)Nc2ccc(CC(=O)O)cc2)c1
-4	-15	CCOC(=O)c1nnc2cc(-c3ccc(Br)cc3)nn2c1C
-2	10	COc1cccc(-c2nc(CS(=O)(=O)CC(=O)NCCCOC(C)C)c(C)o2)c1
-1	-4	COC(=O)c1ccc(N2CCOCC2)c(NC(=O)Nc2cccc(OC)c2)c1
1	11	Cc1nn(C(C)C(=O)O)c2ccccc12 (stereo unspecified)
-5	-12	COc1ccc(N2C(=O)C3CCCN3C2c2ccccc2)cc1Cl (stereo unspecified)
-1	43	O=C(CCN1C(=O)C2C3C=CC(C3)C2C1=O)NCC1CCCO1 (stereo unspecified)
-1	6	COc1ccccc1CC1(C)NC(=O)N(CC(=O)Nc2cc(C)on2)C1=O (stereo unspecified)
3	16	CCOCCCNCC(=O)N1CCN(S(=O)(=O)c2ccc(C)cc2)CC1
0	10	COc1ccc(C(=O)O)cc1F
-1	9	Cc1ccc(Cn2ccc(NC(=O)c3cc(-c4ccc(Cl)cc4)on3)n2)cc1
-2	-16	Cc1cc(C)n(-c2nc3ccccc3[nH]c2=O)n1
-1	-19	COCc1cc(C)nc(Nc2ccc(C)cc2C)c1C#N
-2	-24	CCOc1ccc(NS(=O)(=O)c2ccc(OCC(=O)N3CCCC3)cc2)cc1
-3	-2	COc1ccc(N=C2CCCN2CC(N)=O)cc1
-1	-5	CC1(C(=O)NC2CCCC2)CCC(=O)N1Cc1cccs1 (stereo unspecified)
3	9	Cn1c(CCNC(=O)C(C)(C)C)nc2ccccc21
0	-6	O=C(CNC(=O)Cn1ccc2ccccc2c1=O)NCCCN1CCCCCC1
8	19	Cc1[nH]nc2c1C(c1ccc(OC(=O)c3ccco3)cc1)C(C#N)=C(N)O2 (stereo unspecified)
0&-3	4&-5	CC(NC(=O)c1ccco1)C(c1cccs1)N1CCN(c2ccc(F)cc2)CC1 (stereo unspecified)
-1	6	O=C(C1CCCO1)N1CCN(S(=O)(=O)c2ccccc2)CC1 (stereo unspecified)
-1	-3	O=C(NCc1ccccn1)c1cc(-n2cnnc2)ccc1Cl
-2	-8	Cc1ccccc1-n1c(Cn2c(=O)sc3ccccc32)nnc1SCC(=O)N1CCCC1
9	11	O=C(NCc1ccco1)C1CCN(C(=O)c2cc3sccc3n2Cc2ccc(F)cc2)CC1
-1	-8	CCOC(=O)C1CCN(CC(=O)c2c(C)[nH]c3ccccc23)CC1
23	27	COC(=O)c1ccc(CSc2nc3c(cnn3-c3ccc(C)c(C)c3)c(=O)[nH]2)o1
-1	-3	COc1ccc(-c2coc3c(CN4CCCCC4)c(O)c(CN4CCCCC4)c(O)c3c2=O)cc1
3	3	CC(C)CCN1CC(C(=O)NCCC2=CCCCC2)CC1=O (stereo unspecified)
1	2	COc1cc2c(cc1OC)C(C(=O)NCc1ccco1)C(c1cccs1)N(C)C2=O (stereo unspecified)
-1	14	COc1cc(OC)c2c(C)c(Cl)c(=O)oc2c1
-1	-10	Cc1cc2oc(=O)cc(CN3CCN(Cc4ccc5c(c4)OCO5)CC3)c2cc1C
-2	-4	CCOc1ccc(Cc2nc(C)c(CC(=O)N3CCOCC3)c(=O)[nH]2)cc1
-2	-20	O=C(c1cccs1)N1CCc2ccccc21
-7	-12	CC(C)NCC(O)COc1ccc(CCOCC2CC2)cc1 (stereo unspecified)
-1	-5	CCCS(=O)(=O)N1CCC(C(=O)NCc2cccnc2)CC1

A different layout for part of the listing above.
Under each structure – QS inhibitor, QS inhibitor GFP MFI %
CCCS(=O)(=O)N1CCC(C(=O)NCc2cccnc2)CC1
    -1, -5
Cc1cc2oc(=O)cc(CN3CCN(Cc4ccc5c(c4)OCO5)CC3)c2cc1C
    -1, -10

(listing goes on)
QS inhibitor	QS inhibitor GFP MFI %	canonical_smiles
-1	-13	O=C1NCCN1C(=O)c1ccccc1F
2	15	CCCCOC(=O)CSCC(=O)Nc1cc(C)on1
-1	-12	CCC(=O)Nc1cccc(Br)c1
-1	-20	O=C(NCc1ccccc1)C1CCCN(S(=O)(=O)c2cccnc2)C1 (stereo unspecified)
-1	-2	Cc1cc(N2CCN(C3CCCCC3)CC2)n2nc(C)nc2n1
1	9	CC(=O)c1nn(-c2cccc(Cl)c2)cc1C(=O)c1ccco1
5	56	Cc1ccc(CSc2nc3c(c(=O)[nH]2)C(c2ccncc2)C2=C(CCCC2=O)N3)cc1 (stereo unspecified)
0	7	Cc1cccc(N2C(=N)SCC2=O)c1C
0	-10	Cc1ccccc1Cn1cnc2c(cnn2C(C)(C)C)c1=O
5	10	CC(=O)Nc1cc2ccc(OC(C)=O)cc2oc1=O
1	13	CCc1nn(C(C)C(=O)NC(C)CCc2ccco2)c(=O)c2cc3occc3n12 (stereo unspecified)
8	7	O=C1N(CC(=O)N2CCc3ccccc32)CCN1Cc1ccccc1Cl

Part of the list above, with values under each structure.
Every second line gives: QS inhibitor, QS inhibitor GFP MFI %
- Cc1ccccc1Cn1cnc2c(cnn2C(C)(C)C)c1=O
    0, -10
- CC(=O)Nc1cc2ccc(OC(C)=O)cc2oc1=O
    5, 10
- CCc1nn(C(C)C(=O)NC(C)CCc2ccco2)c(=O)c2cc3occc3n12 (stereo unspecified)
    1, 13
- O=C1N(CC(=O)N2CCc3ccccc32)CCN1Cc1ccccc1Cl
    8, 7

Next records:
QS inhibitor	QS inhibitor GFP MFI %	canonical_smiles
-2	-22	COc1ccc(N2CSC3=C(C#N)C(c4cccc(OC)c4OC)CC(=O)N3C2)cc1 (stereo unspecified)
4	8	O=S(=O)(NCCOCC(F)(F)F)c1ccc2oc3ccccc3c2c1
4	18	Cc1ccc(OCCn2cc(/C(N)=N/O)c3ccccc32)cc1C
0	66	Cc1ccc(F)cc1NC(=O)C1CCCN(c2ncccn2)C1 (stereo unspecified)
-2	1	O=C(c1ccc2c(c1)N(Cc1ccccc1)C(=O)CS2)N1CCOCC1
-2	-10	CC1CCN(C(=O)c2cc(-c3ccc(Cl)c(Cl)c3)on2)CC1
-1	10	O=S(=O)(NCC1CCCO1)c1cc(Cl)ccc1Br (stereo unspecified)
0	10	COc1ccc(OC)c(S(=O)(=O)N2CCC(C(=O)NCC3CCCO3)CC2)c1 (stereo unspecified)
-5	-11	O=C1Nc2ccccc2C(O)(C(=O)NCc2ccco2)N1c1ccc(Cl)cc1 (stereo unspecified)
-2	-3	Cc1ccc(C(C(=O)NC(C)(C)C)N(C(=O)c2csnn2)c2cccc(F)c2)o1 (stereo unspecified)
0	13	O=C(NCCCN1CCOCC1)c1cc(-c2ccc(O)cc2)on1
-4	-18	COc1ccc(Cl)cc1C(=O)N1CCN=C1SC

Part of the list above in a different format:
mol: O=C(NCc1ccccc1)C1CCCN(S(=O)(=O)c2cccnc2)C1 (stereo unspecified)
  QS inhibitor = -1
  QS inhibitor GFP MFI % = -20
mol: Cc1cc(N2CCN(C3CCCCC3)CC2)n2nc(C)nc2n1
  QS inhibitor = -1
  QS inhibitor GFP MFI % = -2
mol: CC(=O)c1nn(-c2cccc(Cl)c2)cc1C(=O)c1ccco1
  QS inhibitor = 1
  QS inhibitor GFP MFI % = 9
mol: Cc1ccc(CSc2nc3c(c(=O)[nH]2)C(c2ccncc2)C2=C(CCCC2=O)N3)cc1 (stereo unspecified)
  QS inhibitor = 5
  QS inhibitor GFP MFI % = 56

Next part.
QS inhibitor	QS inhibitor GFP MFI %	canonical_smiles
-1	1	Cc1cc(NC(=O)COc2cccc3cccnc23)no1
-1	-16	O=C(NCC(c1cccnc1)N1CCN(c2ccccc2)CC1)c1ccc2c(c1)OCO2 (stereo unspecified)
-6	-10	CN(CC(=O)N1CCCc2c1c(=O)oc1ccc(O)cc21)Cc1ccccc1
-2	-7	COc1ccc(NC(=O)CSc2nc3ccccc3c(=O)n2-c2ccc3c(c2)OCO3)c(OC)c1
-2	-5	COc1ccc(Cn2c(CCC(=O)O)nc3cccnc32)cc1
0	4	O=C(C1CC(c2ccc(F)cc2)=NO1)N1CCCCC1 (stereo unspecified)
-1	1	O=C(Nc1ccccc1-c1ccccc1)NC1CCN(C(=O)N2CCOCC2)CC1
0	33	Cc1ccc(S(=O)(=O)N2CCCC2C(=O)OCc2ccco2)cc1 (stereo unspecified)
0	8	CCCc1[nH]nc2c1C(c1ccc(OC(=O)N3CCOCC3)cc1)C(C#N)=C(N)O2 (stereo unspecified)
3	7	N#Cc1nc(-c2ccco2)oc1NCCc1ccccc1
0	-7	CCN(CC(=O)NC(=O)NCc1ccco1)Cc1nc2ccccc2c(=O)[nH]1
-2	-5	COc1cccc2cc(C(=O)C3=C(O)C(=O)N(CCCN4CCOCC4)C3c3ccncc3)oc12 (stereo unspecified)
0	0	COc1cc(NS(=O)(=O)N2CCCC2)cc(OC)c1OC
0	7	CS(=O)(=O)N(Cc1ccccc1)c1ccc(C(=O)N2CCOCC2)cc1
-1	-10	Cn1c(=O)c2c(nc3sccn32)n(C)c1=O
-2	-2	Cc1cccc(OCC(=O)Nc2cc(C)ccc2O)c1
-2	-20	COC(=O)CSc1nsc(SCC(=O)OC)n1
-2	-1	CCOc1cccc(NC(=O)C2CC(=O)N(C)C(=Nc3cccc(F)c3)S2)c1 (stereo unspecified)
-10	-42	Cn1c(=O)cc(SCC(=O)NCCCN2CCOCC2)c2ccc(Cl)cc21
-1	-9	COC(=O)C(Cc1cncn1COCc1ccccc1)NC(=O)OC(C)(C)C (stereo unspecified)
0	-8	Cn1c(C(=O)NCCCN2CCN(c3ccc(F)cc3)CC2)cc2c(=O)n(C)c3ccccc3c21
4	20	Cn1c(Cn2c(=O)sc3ccccc32)nnc1SCc1ccccc1F
19	24	c1ccc(-c2nc(N3CCCCCC3)nc(-n3ccnc3)n2)cc1
-3	-10	O=C(Nn1cnc2ccccc2c1=O)C1CCCCC1
-4	-12	CCOc1ccc(CCNC(=O)CCn2cccc2)cc1OCC
0	27	CN1CCN(c2ccccc2NC(=O)C(Cc2ccccc2)n2cccc2)CC1 (stereo unspecified)
-1	3	O=C(NCCN1CCOCC1)c1ccc(CS(=O)(=O)Cc2ccccc2F)o1
1	10	CCOC(=O)c1c(NC(=O)c2noc3c2CCCC3)sc(C)c1C
0	15	COc1ccccc1CN1C(=O)CN(C2CCCC2)C(=O)C1c1ccc(F)cc1 (stereo unspecified)
-2	-46	FC(F)(F)c1nnc2ccc(NCn3nnc4ccccc43)nn12
0	1	O=C(O)CC(C(=O)Nc1cccc(C(F)(F)F)c1)C1CCCO1 (stereo unspecified)
0	7	Cn1c(C(=O)NC2CCCCC2)cc2c(=O)n(C)c3ccccc3c21
-6	-17	CCc1ccc(C2CC(=O)N3CN(c4ccccc4)CSC3=C2C#N)cc1 (stereo unspecified)
-3	-7	COc1ccc(-n2c(Cc3cccn3C)nnc2SCC(=O)NCc2ccc(F)cc2)cc1
-1	2	Cc1ccc(NC(=O)CC2Nc3ccccc3NC2=O)cc1Cl (stereo unspecified)
-2	-35	CCOc1ccc(NC(=O)c2ccc(F)c(S(=O)(=O)N3CCN(c4ccccn4)CC3)c2)cc1

These rows are one share of the data; the hit share may differ from the screen's.
